Screening data as filed in PubChem.
RmlCD inh 1536 = M. tuberculosis RmlC/RmlD inhibition. P9WH09+P9WH11. RmlC+RmlD coupled enzyme assay, percent inhibition; primary screen in compound mixtures. inhibition, % at 3.6 µM. 160,000 tested, 0.03% active; in the data active = inhibition mostly above about 34%, no sharp cut-off; inconclusive = no clear call, values can overlap the other calls; inactive = mostly below about 22%; also: some results filed as inactive read as strong as hits
Target sequence (P9WH09 whole entry, looked up): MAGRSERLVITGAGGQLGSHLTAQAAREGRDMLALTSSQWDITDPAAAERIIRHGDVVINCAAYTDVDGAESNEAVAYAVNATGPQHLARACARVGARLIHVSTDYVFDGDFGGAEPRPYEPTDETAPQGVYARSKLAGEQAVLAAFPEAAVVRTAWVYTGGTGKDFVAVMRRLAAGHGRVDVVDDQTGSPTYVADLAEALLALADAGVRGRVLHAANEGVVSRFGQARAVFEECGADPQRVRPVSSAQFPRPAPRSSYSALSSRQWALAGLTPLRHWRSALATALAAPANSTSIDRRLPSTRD
Target sequence (P9WH11 whole entry, looked up): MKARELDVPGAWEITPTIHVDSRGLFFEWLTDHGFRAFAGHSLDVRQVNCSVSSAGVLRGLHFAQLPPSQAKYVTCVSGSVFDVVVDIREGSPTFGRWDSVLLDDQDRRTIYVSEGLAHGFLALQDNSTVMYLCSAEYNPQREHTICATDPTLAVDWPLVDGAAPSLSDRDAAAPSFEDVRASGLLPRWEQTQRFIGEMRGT
GlmU inhibition = inhibition of mycobacterial GlmU enzyme – biochemical, glucosamine-1-phosphate acetyltransferase (AID 1376). M. tuberculosis GlmU acetyltransferase enzyme assay; higher % means a stronger effect. inhibition, %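 (tested at 30 µM in the primary screen)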; hits with a dose series show IC50 in µM. 220,000 tested, 0.25% active; in the data active = inhibition above about 13%; inconclusive = no clear call, values can overlap the other calls;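 also: 0% = complete reaction with vehicle and 100% = reaction without substrate; strong numbers were not always called active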
* hit, by the source's call; ? = inconclusive; . = no result given.

structure | RmlCD inh 1536 | GlmU inhibition
CCCN(CCC)CCNC(=O)C(NS(=O)(=O)c1ccc2c(c1)CCC(=O)N2)c1ccccc1 (stereo not drawn) | . | -0.4%
Cc1cc(Nc2ccc3ccccc3c2)n2ncnc2n1 | 6 | 6.2%
Cc1cc(=O)[nH]c(N/N=C/c2cccs2)n1 | . | 1.9%
O=C(CCC(NC(=O)OCc1ccccc1)C(=O)OCc1ccccc1)NCC(=O)OCc1ccccc1 (stereo not drawn) | . | 6.0%
CCN1C(=O)CC(C(=O)NC)SC1=Nc1cc(Cl)c(O)c(Cl)c1 (stereo not drawn) | 30 | 1.4%
O=C(Nc1ccccc1OC(F)F)C1CCCN1C(=O)c1cccs1 (stereo not drawn) | 4 | 1.9%
NC(=O)COC(=O)c1oc2ccccc2c1CSc1ccc(Cl)cc1 | . | -4.3%
CCOC(=O)c1sc2ncn(C(C)C(=O)OC)c(=O)c2c1C (stereo not drawn) | 12 | 4.4%
O=C(CSc1nc(O)cc(=O)n1-c1ccccc1)Nc1ccc(Br)cn1 | 18 | -0.5%
C=C1C2(C(=O)Nc3nccs3)CCC(C2)C1(C)C (stereo not drawn) | -8 | 3.4%
CCCOC(=O)c1c(NC(=O)c2cnn3c2NC(c2ccccc2)CC3C(F)(F)F)sc2c1CCCC2 (stereo not drawn) | 10 | 0.9%
O=c1[nH]c(SCc2ccccc2Cl)nc2c1CCCC2 | -1 | 2.9%
CCN(CC)C(=O)Cn1cnc2c1c(=O)n(C)c(=O)n2C | -8 | -0.5%
Cc1ccc(S(=O)(=O)N2CCOCC2)cc1NC(=O)CNCc1cccnc1 | . | 2.0%
C/C(=N/NC(=O)C1CCCCC1)c1ccc([N+](=O)[O-])cc1 | 4 | -6.3%
CCC(C)NC(=O)c1ccccc1NC(=O)c1ccc(CSc2ccc(C)cc2)cc1 (stereo not drawn) | -11 | 1.0%
CC(=O)Nc1ccc(S(=O)(=O)NCc2ccncc2)cc1 | -7 | 4.2%
Cc1ccc(NC(=O)N2CCC(c3ccccc3)C2)cc1C (stereo not drawn) | . | -4.7%
CCOC(=O)c1cc(C#N)c(N)nc1C | 5 | -1.9%
CCCn1nnc2ccccc2c1=O | -7 | 3.5%
CC(C)NC(=O)CN(c1cccc([N+](=O)[O-])c1)S(=O)(=O)c1ccccc1 | -4 | 3.3%
C[C@H](NC(=O)c1ccccc1Cl)C(=O)OCC(=O)N1CC2(C)CC1CC(C)(C)C2 (stereo partly drawn) | -5 | -4.0%
C#CCNC(=O)C1=C[C@H](c2csc3ccccc23)C[C@H](OCc2ccc(CO)cc2)O1 | . | -0.8%
CCOc1ccc(N(CC(=O)NCC2CCCO2)S(=O)(=O)c2ccc(Cl)cc2)cc1 (stereo not drawn) | 20 | 4.5%
Cn1nnnc1SCc1csc(Nc2ccccc2)n1 | 10 | 0.0%
Cc1oc2nc(SCCCC(=O)NCCO)nc(N)c2c1C | -2 | 8.1%
N/N=C(/Cc1nc2ccccc2[nH]1)c1ccc([N+](=O)[O-])cc1 | -6 | 0.2%
CCNC(=O)NC(=O)C(C)Sc1nnc(COc2ccccc2Cl)o1 (stereo not drawn) | . | -4.6%
CC(=O)Nc1ccc(NC(=O)C2CCN(C(=O)c3cccs3)CC2)cc1 | -5 | 5.6%
COc1ccc(/C=C(/C#N)C(=O)Nc2ccccc2C)cc1C(=O)O | 4 | 3.6%
O=c1c2cc(N3CCOCC3)ccc2[nH]c(=S)n1CCCN1CCCCC1 | 7 | 2.8%
Cn1nnc(NC(=O)CSc2ccc(Cl)cc2)n1 | . | -3.9%
CCn1c2ccccc2c2cc(NC(=O)c3ccccc3[N+](=O)[O-])ccc21 | -9 | 0.4%
Cc1nn2c(nc(N3CCOCC3)c3ccccc32)c1C=C(C#N)C#N | . | 2.4%
Cc1ccc2c(COC(=O)CC3Sc4ccccc4NC3=O)cc(=O)oc2c1C (stereo not drawn) | 6 | 0.1%
O=C1CC(c2ccccc2)CC(O)=C1C=NCCc1ccccc1 (stereo not drawn) | . | -2.3%
CSc1ncccc1C(=O)OCn1nnc2ccccc2c1=O | . | 0.7%
Cn1c(Cl)c(/C=N/OC(=O)c2ccccc2Cl)c2ccccc21 | 10 | -2.7%
O=C(O)c1cc(Cl)c2c(c1)[C@@H]1C=CC[C@@H]1[C@H](c1ccc(S(=O)(=O)N3CCOCC3)cc1)N2 | . | 25%
O=C(Nc1ccc2oc(=O)ccc2c1)c1ccc(-c2cccc(Cl)c2)o1 | -3 | -1.9%
COC(=O)[C@@H]1C[C@@]2(O)[C@@H](O)[C@@H](O)[C@@H](O)C[C@H]2N1C/C=C/c1ccccc1 | . | -4.4%
COC(=O)C(O)(c1ccc(N(C)S(=O)(=O)c2ccccc2)cc1)C(F)(F)F (stereo not drawn) | 6 | 2.7%
[O-][n+]1c2c(nn1-c1ccccc1)/C(=N/O)CCC2 | . | 4.6%
COCCNc1cc(C)nc2ccccc12 | 9 | -2.0%
COc1ccc(N2CCCC2=N)c(OC)c1 | 11 | 0.0%
CC(=O)NC(Cc1ccc(C)cc1)C(=O)NC1CCN(C(=O)c2cnccn2)CC1 (stereo not drawn) | . | -1.3%
Cc1ccc(OCC(=O)Nc2ccc(N3CCN(S(C)(=O)=O)CC3)cc2)c(C)c1 | -5 | 0.4%
Cc1ccc(C)c(NC(=S)NCCSc2ccc(Cl)cc2)c1 | 10 | 2.0%
O=c1[nH]c(-c2ccccn2)nc2ccccc12 | 7 | 1.6%
COc1ccc(S(=O)(=O)N2CCCC(C(=O)N3CCCCCC3)C2)cc1 (stereo not drawn) | -7 | -1.2%
Cc1nn(-c2ccccc2)c(C)c1/C=C/C(=O)OCC(=O)NC1CCS(=O)(=O)C1 (stereo not drawn) | . | -2.2%
COc1ccc(S(=O)(=O)N2CCC(C(=O)NCCC3=CCCCC3)CC2)cc1OC | 31 | 2.9%
O=C(NCc1ccc2c(c1)OCO2)C1CCN(C(=O)Nc2ccc(Cl)cc2)CC1 | 2 | 5.1%
COc1ccc(C2N(c3ccc(F)cc3)C(=O)C3CCCN32)cc1 (stereo not drawn) | . | 9.1%
S=C(Nc1ccc(Br)cc1)NC1CCCCC1 | . | 2.3%
NCCCCCC(=O)Nc1ccncc1 | -10 | -4.7%
CCc1ccc(NC(=O)/C(C#N)=C/c2cc3ccc(C)cc3nc2N2CCOCC2)cc1 | -6 | -5.5%
COC/C=C/C1=CC2=CC(=O)C(C)(OC(=O)c3cnc4ccccc4n3)C(=O)C2=CN1CCN1CCOCC1 (stereo not drawn) | 10 | 2.5%
Cc1ccsc1/C=N/NC(=O)CN1CCN(S(=O)(=O)c2ccc(Br)cc2)CC1 | 7 | 1.2%
COc1cccc(NC(=S)NN=C2CCCCCC2)c1 | -3 | -0.2%

The listing continues.
structure | RmlCD inh 1536 | GlmU inhibition
CCOc1ccc(NC(=O)N2CCC(NC(=O)C(Cc3ccc(OC)c(OC)c3)NC(C)=O)CC2)cc1 (stereo not drawn) | 48 | 6.1%
Cc1cc(C(=O)N2CCN(c3ccc([N+](=O)[O-])cc3)CC2)no1 | -8 | -6.4%
COc1ccc(C(=O)Nc2ccc(S(=O)(=O)NC(C)(C)C)cc2)cc1[N+](=O)[O-] | 8 | 2.5%
COc1cccc(OC)c1C(=O)Nc1ccc(CN2CCOCC2)cc1 | . | -0.4%
CCC(C)[C@H](NC(=O)NC1CCCc2ccccc21)C(=O)O (stereo partly drawn) | -3 | -5.8%
O=C1NC(=O)/C(=C\c2ccc(N3CCOCC3)o2)N1 | 66 | -9.4%
CCOC(=O)C1=C(CSc2nc3c(cc2C#N)CN(C)CC3)OC(N)=C(C#N)C1c1ccncc1 (stereo not drawn) | . | 7.8%
COc1ccc(C(=O)NNC(=O)C(NC(=O)c2ccccc2NC(=O)c2ccco2)C(C)C)cc1 (stereo not drawn) | 11 | -4.1%
CCN1C(=O)C(O)(CC(=O)C(C)(C)C)c2cc(Br)ccc21 (stereo not drawn) | -2 | -4.8%
Cc1ccc2nc(-c3ccc(SCC(=O)O)nc3)[nH]c2c1 | . | 3.5%
O=C1Nc2ccc3sc4ccccc4c3c2C1=O | . | 6.5%
CCCCNC(=O)CN1C(=O)NC(CCc2ccccc2)C1=O (stereo not drawn) | 6 | -0.1%
c1ccc(CSc2nnc([C@@H]3CCCN3)o2)cc1 | -4 | 0.5%
CC(C)(C)c1cc(NC(=O)c2cc(F)c(F)c(F)c2F)no1 | -1 | -2.8%
N#CCCn1cc(C(=O)NCc2ccccc2)c(-c2cccs2)n1 | -10 | -1.4%
O=C(NCCOC(=O)c1ccc(Cl)c(S(=O)(=O)N2CCCCC2)c1)c1ccncc1 | . | 5.9%
CCOC(=O)c1nnn(-c2nonc2N)c1CSc1nnc(N)s1 | 3 | 4.3%
COc1ccc(C)cc1NC(=O)CCN1CCCC1 | -1 | 3.0%
CN(C)/C=N/N(C)c1ncccc1[N+](=O)[O-] | 4 | -0.8%
COc1ccccc1N1CCN(C(=O)CSc2nnc(NC(=O)C3CC3)s2)CC1 | -5 | 0.7%
Clc1ccc2nc(-c3ccccc3)nc(C(Cl)Cl)c2c1 | 0 | -5.8%
COc1ccccc1OCC(=O)Nc1ccc(-c2nnc(-c3ccco3)o2)cc1 | 5 | 11%
COc1ccccc1Nc1ncc(C(=O)N2CCN(Cc3ccc(OC)c(OC)c3OC)CC2)c2ccccc12 | -42 | -3.5%
COc1ccc(CCN2C(=O)CC(Cc3cccc(C)c3)C2=O)cc1OC (stereo not drawn) | -5 | -6.6%
O=C(Nc1cccc(N2CCCC2)c1)c1cccs1 | ? | -6.2%
O=c1[nH]c(Cc2cccs2)nc2ccccc12 | -40 | -3.3%
CC(C)C(=O)Nc1ccccc1Cc1ccccc1 | 6 | 8.6%
CCN(CC)C1=CC(=O)OC12CCCCC2 | . | -0.6%
COC(=O)c1cc(-c2ccccc2)n[nH]1 | -3 | 1.6%
CCOc1ccc(NC(=S)N(Cc2ccc(Cl)cc2)Cc2ccco2)cc1 | . | 3.4%
CC(C)C(=O)OCC(=O)NCc1ccccc1Cl | -8 | 1.6%
CCOc1cc2[nH]c(=S)n(CCCC(=O)NCc3ccco3)c(=O)c2cc1OCC | 15 | 9.7%
CCCN1CCN(CCCNC(=O)CN2C(=O)COc3ccccc32)CC1 | 5 | 12%
Cc1[nH]c2ccc(F)cc2c1CCN1C(=O)OC(C)(C)C1(C)O (stereo not drawn) | 8 | -2.4%
CC(=O)Nc1ccc(S(=O)(=O)N2CCC(n3cnc4cc(F)ccc43)CC2)cc1 | -11 | -4.0%
Cc1ccc(CNC(=O)c2ccc(Br)o2)cc1 | . | 5.3%
CC1=NN2C(=N)/C(=C\c3cc(C)n(-c4ccc(C)cc4)c3C)C(=O)N=C2S1 | 8 | 0.2%
CCS(=O)(=O)Nc1cccc(-c2nc3cccnc3s2)c1C | 4 | -7.6%
Cc1c(C(=O)N2CCCC2)nnn1-c1nonc1N | 10 | 5.7%
CCCn1nc(C(=O)NC2CCCc3ccccc32)c2ccccc2c1=O (stereo not drawn) | 3 | -0.8%
CC(C)NC(=S)N/N=C/c1ccc(C(C)(C)C)cc1 | -9 | -1.0%
CCOc1cc(C(=O)NCc2ccc(C)cc2)ccc1OCC(=O)N1CCOCC1 | 2 | 7.8%
COc1ccc(C)cc1Nc1cc(C)nc2nc(C)nn12 | 11 | 3.1%
CC1=C(C(=O)OCc2ccccc2)C(/C=C/c2ccccc2)NC(=S)N1 (stereo not drawn) | -4 | -0.3%
N#Cc1cc2c(nc1SCC1COc3ccccc3O1)CCC2 (stereo not drawn) | . | -2.2%
COc1ccc(CN(C(=S)Nc2ccccc2)C2CC(=O)N(c3ccc(Cl)cc3)C2=O)cc1 (stereo not drawn) | . | 0.1%
Cc1ccc(S(=O)(=O)Nc2ncc(C(F)(F)F)cc2Cl)cc1 | 0 | 3.4%
O=C1CC(c2ccsc2)Sc2ccccc2N1 (stereo not drawn) | -9 | -2.3%
N/C(=N\OC(=O)COc1cc(Cl)c(Cl)cc1Cl)c1ccccn1 | 0 | 1.2%
Brc1ccccc1-c1nnc2sc(Cc3ccccc3)nn12 | -6 | -3.5%
C/C(=N\NC(=O)c1ccc(NS(=O)(=O)c2cccs2)cc1)c1ccc2c(c1)OCO2 | -13 | 0.3%
CC(NC(=O)OCc1ccccc1)C(=O)NCC1CCCO1 (stereo not drawn) | . | -0.8%
CCOc1ccc(-c2noc(=O)[nH]2)cc1 | -1 | 1.1%

Structures listed so far that contain bromine, in the order listed:
structure | RmlCD inh 1536 | GlmU inhibition
O=C(CSc1nc(O)cc(=O)n1-c1ccccc1)Nc1ccc(Br)cn1 | 18 | -0.5%
S=C(Nc1ccc(Br)cc1)NC1CCCCC1 | . | 2.3%
Cc1ccsc1/C=N/NC(=O)CN1CCN(S(=O)(=O)c2ccc(Br)cc2)CC1 | 7 | 1.2%
CCN1C(=O)C(O)(CC(=O)C(C)(C)C)c2cc(Br)ccc21 (stereo not drawn) | -2 | -4.8%
Cc1ccc(CNC(=O)c2ccc(Br)o2)cc1 | . | 5.3%
Brc1ccccc1-c1nnc2sc(Cc3ccccc3)nn12 | -6 | -3.5%

Reformatted: four of the compounds above.
Every second line gives: RmlCD inh 1536, GlmU inhibition
CCCCNC(=O)CN1C(=O)NC(CCc2ccccc2)C1=O (stereo not drawn)
 : 6, -0.1%
O=C1NC(=O)/C(=C\c2ccc(N3CCOCC3)o2)N1
 : 66, -9.4%
C/C(=N\NC(=O)c1ccc(NS(=O)(=O)c2cccs2)cc1)c1ccc2c(c1)OCO2
 : -13, 0.3%
COc1ccc(C(=O)Nc2ccc(S(=O)(=O)NC(C)(C)C)cc2)cc1[N+](=O)[O-]
 : 8, 2.5%

These rows are one share of the data. The share of hits here may be higher or lower than overall.
